# RGS12 GoLoco inh – inhibitors of human Gai1-RGS12 GoLoco interaction (red fluorophore). Potency, µM (series often up to 61.6 µM), inactives show top-dose activity, negative = inhibition, usual class: inhibitors. AID 880. Gai1:RGS12 GoLoco peptide FP, rhodamine, 10 min. hit rate 0.44% among 230,000. P63096; active = well fitted inhibition curve with a large enough effect, not every such curve was filed as active; inactive = no such curve, though single readings can be large or run the other way; note: % is set by controls: 0 for no effect and ±100 for the full control effect; nearly all actives have a fitted effect of over 30% in size; many of its hits are not listed in these tables
# Target sequence (P63096 whole entry, looked up): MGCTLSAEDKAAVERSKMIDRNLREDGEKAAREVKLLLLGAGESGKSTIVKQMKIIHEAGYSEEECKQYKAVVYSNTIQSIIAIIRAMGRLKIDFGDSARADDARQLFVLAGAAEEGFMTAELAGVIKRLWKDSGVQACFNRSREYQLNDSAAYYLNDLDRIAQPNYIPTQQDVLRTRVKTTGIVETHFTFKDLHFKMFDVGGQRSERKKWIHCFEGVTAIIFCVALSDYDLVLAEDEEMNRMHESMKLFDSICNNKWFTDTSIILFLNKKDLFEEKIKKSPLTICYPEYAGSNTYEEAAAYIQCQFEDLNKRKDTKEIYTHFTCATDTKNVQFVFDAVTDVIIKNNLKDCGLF
# KDM4E inh – inhibitors of human JMJD2E histone demethylase; B2RXH2; Potency, µM (highest dose often 57.1 µM), for inactives: top-dose activity change, negative = inhibition, most hits filed as inhibitors; JMJD2E catalytic domain, FDH-coupled NADH fluorescence (FDH is formaldehyde dehydrogenase); hit rate 1.6% among 230,000; active = well fitted inhibition curve with a large enough effect, not every such curve was filed as active; inconclusive = small, poorly fitted or top-dose-only effect, or another doubt; inactive = no such curve, though single readings can be large or run the other way;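 note: 0% = wells with enzyme and -100% = buffer wells without enzyme; nearly all actives have a fitted effect of over 50% in size; many of its hits are not listed in these tables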
# Target sequence (B2RXH2 1-337 limits assumed): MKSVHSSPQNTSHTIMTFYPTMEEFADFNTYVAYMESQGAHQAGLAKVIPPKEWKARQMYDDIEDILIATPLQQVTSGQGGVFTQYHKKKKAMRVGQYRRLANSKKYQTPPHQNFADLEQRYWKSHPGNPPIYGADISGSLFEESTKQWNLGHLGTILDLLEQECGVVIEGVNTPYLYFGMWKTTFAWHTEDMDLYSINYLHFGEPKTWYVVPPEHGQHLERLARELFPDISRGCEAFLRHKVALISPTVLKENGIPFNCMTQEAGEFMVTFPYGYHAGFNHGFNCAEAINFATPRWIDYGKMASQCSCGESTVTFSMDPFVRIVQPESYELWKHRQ
# Luc counter – Kinase-Glo luciferase inhibition (counter-screen); Potency, µM (top dose mostly 38.3 µM), without a hit: top-dose activity change, negative = inhibition, most hits filed as inhibitors; hit rate 0.28% among 200,000; Q27757; Kinase-Glo luciferase, ATP luminescence, 8 min; note: % is set by controls: 0 for no effect and ±100 for the full control effect; nearly all actives have a fitted effect of over 60% in size
#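 Recombinant Kinase-Glo luciferase, 10 uM ATP (linear range), luciferin; imidazole pH 7.2 / KCl / MgCl2 / Tween / BSA buffer; 8 min RT; luminescence.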
# SMN2 splice up – SMN2 splice variant enhancement | HEK293 SMN2-luciferase splicing reporter, luminescence, 30-36 h | Potency, µM (doses to about 46.1 µM), for inactives: top-dose activity change, positive = activation, hits mostly activators | hit rate 2.8% among 210,000 | AID 1458; note: % of control where 0% means no effect; nearly all actives have a fitted effect of over 55% in size
#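 HEK293 cells carry an SMN2 minigene-luciferase reporter in which exon 7 inclusion puts luciferase in frame. Cells were seeded at 2000 cells/well, attached for 10-12 hours, then exposed to compounds for 30-36 hours at 37C before ONE-Glo luminescence.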
# NPSR antag – neuropeptide S receptor (human) antagonism, cAMP; CHO-NPSR cells, cAMP TR-FRET, antagonist mode; Potency, µM (doses to about 38.3 µM), without a hit: at the top dose activity change, negative = inhibition, usual class: inhibitors; hit rate 1% among 220,000; AID 1461; note: % is set by controls: 0 for no effect and ±100 for the full control effect; nearly all actives have a fitted effect of over 50% in size; many of its hits are not listed in these tables
# Target sequence (Q6W5P4 whole entry, looked up): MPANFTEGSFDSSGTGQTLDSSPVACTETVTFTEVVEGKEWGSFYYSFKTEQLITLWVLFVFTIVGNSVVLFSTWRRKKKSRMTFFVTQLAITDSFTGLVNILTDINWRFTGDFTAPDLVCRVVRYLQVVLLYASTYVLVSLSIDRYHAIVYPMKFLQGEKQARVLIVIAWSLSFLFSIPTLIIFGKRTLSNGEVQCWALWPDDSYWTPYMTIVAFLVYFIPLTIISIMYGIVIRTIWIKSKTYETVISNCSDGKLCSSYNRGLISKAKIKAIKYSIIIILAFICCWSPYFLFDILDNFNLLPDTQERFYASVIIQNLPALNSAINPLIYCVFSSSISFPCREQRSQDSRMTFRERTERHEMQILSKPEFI
# IMPase Li cell – membrane-permeable IMPase blocker, potentiated with lithium; CHO-M1 cells, IP1 TR-FRET (IP-One), carbachol + lithium; Potency, µM (top dose mostly 59.4 µM), for inactives: at the highest dose activity, negative = IMPase inhibition, actives largely listed as inhibitors; hit rate 0.35% among 210,000; AID 1457;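 note: IP1 builds up when IMPase is blocked and the TR-FRET signal falls; plate controls were basal vehicle for no effect and high inhibitor control for full effect; nearly all actives have a fitted effect of over 50% in size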
#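 CHO cells stably expressing M1 receptor (2000/well) were cultured 16–30 h, then exposed to compounds with a small lithium addition for 30 min at 37C. IP1 was measured by TR-FRET competition; AC50 from Hill fits.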
# Epigenetic reg – derepresses silenced GFP reporter in murine cells | murine LDR cells, GFP reporter derepression, 30 h | AID 1865 | hit rate 0.2% among 280,000 | Potency, µM (highest dose often 53.9 µM), for the others: at the highest dose GFP activation, actives largely listed as activators; note: % of control where 0% means no effect; nearly all actives have a fitted effect of over 60% in size
#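 GFP-positive cell count by laser-scanning cytometry (objects 20–120 um) after 30 h, 37 C compound exposure of murine LDR cells; reporter is CMV-GFP integrated at a silenced locus, inducible by HDAC or DNMT inhibitors.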
# RECQ1 inh – inhibitors of human RECQ1 DNA helicase; Potency, µM (series often up to 57.3 µM), for the others: at the highest dose activity, negative = inhibition, actives largely listed as inhibitors; P46063; hit rate 0.54% among 240,000; AID 2549; RECQ1 DNA unwinding, red fluorescence kinetic read;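 note: plate controls were vehicle for no effect and no enzyme for full effect; nearly all actives have a fitted effect of over 30% in size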
#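 RECQ1T1 50 nM; forked duplex (20 bp + 30-nt ss tails) 200 nM, ATP 2 mM final; pH 8.0, 2 mM MgCl2, 2.5 ug/ml poly(dI-dC); 15 min compound preincubation; discontinuous kinetic read over 2 h at RT.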
# Numbers without * were called inactive; i = inactive; ? = inconclusive; . = not tested or not shown; [ ] = dose if it differs, or a comment. Unless noted, calls come from the whole dose curve; as a rule, active = well fitted curve in the direction sought with a large enough effect; inconclusive = small, poorly fitted or top-dose-only effect, or another doubt; inactive = no such curve, though single readings can be large; an effect the other way counts as inactive or inconclusive. Potency is the fitted concentration of half-maximal effect. A portion of the library; the hit share may differ from the screen's.
SMILES,RGS12 GoLoco inh,KDM4E inh,Luc counter,SMN2 splice up,NPSR antag,IMPase Li cell,Epigenetic reg,RECQ1 inh
N#C/C(=C\c1ccccc1OCc1ccc(C(=O)O)cc1)C(=O)Nc1ccc(O)cc1,-5%,-1%,2%,6%,-12%,4%,1.8%,i
Cn1ncc(Br)c1C(=O)N/N=C/c1ccc(OS(=O)(=O)c2ccccc2)cc1,3%,-3%,-1%,2%,5%[46.1 µM],7%,0.0%,-4%
CCCc1cc(=O)[nH]c(SCC(=O)c2c[nH]c3ccccc23)n1,1%,-2%,2%,6%,0%,4%,-4.9%,i
Cc1ccc(NCc2nnc(SCC(=O)N3c4ccccc4Sc4ccccc43)o2)c(C)c1,-4%,-2%,-1%,-7%,-36%,-1%,0.0%,-16%
CCOc1ccc(C(=O)NCC2(c3ccccc3)CCOCC2)cc1,16%,-16%,2%,-7%,-5%,13%,-5.3%,14%
O=C(CCSc1ccccc1)OCn1nnc2ccccc2c1=O,5%,-3%,0%,12%,1%,-1%,3.3%,-17%
Cc1nn2c(-c3cccc(NC(=O)c4ccco4)c3)nnc2c2ccccc12,31%[activator],?,1%,-16%,-27%[46.1 µM],4%[38.3 µM],-0.8%,-11%
CC[N+](C)(C)CC/C=C1/c2ccccc2Sc2ccc(Cl)cc21,7%,-1%,.,.,-3%[7.67 µM],.,0.0%,-6%
COc1ccccc1NC(=O)N1CCCC1C(=O)NC12CC3CC(CC(C3)C1)C2 (stereo not given),-10%,2%,-4%,15%,-21%[46.1 µM],19%[38.3 µM],0.0%,i
CC(C)S(=O)(=O)c1csc(C(=O)NN)c1-n1cccc1,1%,85%[activator],.,.,-2%[7.67 µM],.,1.0%,-7%
CCC(=O)OC1(C)C(=O)C=C2C=C(CCCCNC(=O)OC(C)(C)C)OC=C2C1=O (stereo not given),21%,-20%,0%,-2%,.,15%,-0.1%,?
c1ccc(-c2nc(NCc3ccco3)c3ccccc3n2)cc1,1%,-7%,-1%,-14%,?,14%,0.0%,5%
O=C1c2ccccc2C(=O)N1CSc1ncccn1,-6%,5%,5%,-9%,-17%[46.1 µM],5%[38.3 µM],-1.9%,-11%
O=C(CN1C(=O)c2ccccc2S1(=O)=O)NCc1ccc2c(c1)OCO2,11%,1%,-1%,0%,-5%[46.1 µM],-1%,-0.8%,10%
CCOC(=O)C1=C(N)OC2=C(C(=O)CCC2)C1c1ccc(C)s1 (stereo not given),8%,2%,1%,1%,-10%[46.1 µM],19%[38.3 µM],6.9%,-18%
CCN1C(=O)C2(C(C#N)=C(N)Oc3n[nH]c(-c4ccc(Cl)cc4)c32)c2ccccc21 (stereo not given),-9%,6%,-4%,10%,-25%[46.1 µM],24%[38.3 µM],0.4%,i
NS(=O)(=O)c1ccc(NC(=O)CN2CCc3ccccc32)cc1,6%,-5%,.,.,2%,.,0.1%,-5%
Cc1ccc(/C=N/NC(=O)CSCc2ccc(Cl)cc2)cc1,17%,1%,-1%,-13%,7%[46.1 µM],13%[38.3 µM],1.9%,-7%
O=C=Nc1ccc(Cc2ccc(N=C=O)cc2)cc1,3%,.,.,-7%,.,-2%,.,-7%
CC1=Nc2ccccc2/C1=C\c1sc(Nc2ccc(C)cc2)nc1O,66%[activator],-4%,-1%,-30%,9%,15%,1.9%,-4%
COc1cccc(OC)c1OCCCCCc1c(C)n[nH]c1C,.,4%,.,.,-11%[46.1 µM],.,2.1%,i
CC1CCCN(c2ccc(C(=O)NCc3ccccc3)cn2)C1 (stereo not given),5%,?,2%,?,-13%,3%,-1.2%,-10%
O=C(CSC1CN(C(c2ccccc2)c2ccccc2)C1)N/N=C/c1ccccc1,4%,-1%,.,.,5%[7.67 µM],.,1.0%,-15%
O=C(O)C1CCCCN1S(=O)(=O)c1ccc2ccccc2c1 (stereo not given),-5%,-4%,-1%,-16%,3%[46.1 µM],-1%[38.3 µM],0.8%,i
Cc1ccc2occ(C3N[C@H](C(=O)O)CS3)c(=O)c2c1 (stereo not given in full),2%,?,-1%,28%,-5%[46.1 µM],-7%[38.3 µM],0.0%,-6%
CCNS(=O)(=O)c1ccc(OC)c(C)c1,3%,4%,0%,20%,0%[46.1 µM],24%[38.3 µM],-2.1%,i
CCc1nc(SCC(=O)c2ccc3c(c2)OCCO3)c2ccccc2n1,5%,?,2%,-37%,-15%[46.1 µM],13%[38.3 µM],5.5%,-6%
COc1cc2c(c(OC)c1OC)-c1ccc(OC)c(=O)cc1C(NC(C)=O)CC2 (stereo not given),-17%,-10%,-5%,-1%,.,0%,5.6%,i
CCOC(=O)CN1CC23C=CC(O2)C(C(=O)Nc2cc(OC)ccc2OC)C3C1=O (stereo not given),5%,-6%,-3%,7%,-15%[46.1 µM],16%[38.3 µM],-0.1%,-2%
CC1CCN(c2ccccc2NC(=S)NC(=O)c2cccs2)CC1,8%,-2%,-6%,-23%,?,24%[38.3 µM],-1.4%,-3%

# Single records (already shown). Values in the order: RGS12 GoLoco inh, KDM4E inh, Luc counter, SMN2 splice up, NPSR antag, IMPase Li cell, Epigenetic reg, RECQ1 inh
# NS(=O)(=O)c1ccc(NC(=O)CN2CCc3ccccc32)cc1 as listed: 6%, -5%, ., ., 2%, ., 0.1%, -5%
# COc1cccc(OC)c1OCCCCCc1c(C)n[nH]c1C as listed: ., 4%, ., ., -11%[46.1 µM], ., 2.1%, i
# Cc1ccc(/C=N/NC(=O)CSCc2ccc(Cl)cc2)cc1 as listed: 17%, 1%, -1%, -13%, 7%[46.1 µM], 13%[38.3 µM], 1.9%, -7%
# CC1CCN(c2ccccc2NC(=S)NC(=O)c2cccs2)CC1 as listed: 8%, -2%, -6%, -23%, ?, 24%[38.3 µM], -1.4%, -3%
# CCN1C(=O)C2(C(C#N)=C(N)Oc3n[nH]c(-c4ccc(Cl)cc4)c32)c2ccccc21 (stereo not given) as listed: -9%, 6%, -4%, 10%, -25%[46.1 µM], 24%[38.3 µM], 0.4%, i

# Remaining list, next part:
SMILES,RGS12 GoLoco inh,KDM4E inh,Luc counter,SMN2 splice up,NPSR antag,IMPase Li cell,Epigenetic reg,RECQ1 inh
Cc1cc(C)cc(NC(=O)N2CCN(Cc3ccc4c(c3)OCO4)CC2)c1,-4%,-1%,.,.,-5%,.,1.1%,i
Cc1ccc(CNC(=O)c2cccc(OCc3c(C)noc3C)c2)cc1,1%,-2%,15%,10%,?,4%[38.3 µM],13%,19%
CCN1C(=O)C(C(=O)Nc2ccc(OC)cc2)C2CC1(C)Oc1ccccc12 (stereo not given),1%,-1%,4%,-3%,11%[46.1 µM],16%[38.3 µM],3.0%,0%
O=c1ccn(Cc2ccccc2)c(=O)n1Cc1ccccc1,-2%,0%,1%,25%,1%[46.1 µM],18%[38.3 µM],-2.1%,-5%
O=S1(=O)N=C(N(CCO)/N=C/c2ccccc2)c2ccccc21,0%,-11%,1%,-21%,-11%,4%,-2.6%,1%
COc1ccc(CNC(=O)c2cccc(C)c2[N+](=O)[O-])cc1,2%,2%,3%,-37%,3%,-2%,-1.0%,-4%
COc1ccc(Br)cc1CN(C)CC(=O)Nc1cc(Cl)ccc1Cl,.,1%,.,.,-16%[46.1 µM],.,-0.9%,0%
COc1ccc(C2C(C(=O)N3CCCC3)CC(=O)N2c2ccc(OC)cc2)cc1 (stereo not given),-5%,11%,-3%,7%,-14%[46.1 µM],21%[38.3 µM],0.9%,-7%
O=C(OCC(=O)c1c[nH]c2ccccc12)C1=COCCO1,10%,1%,1%,?,-14%[46.1 µM],10%[38.3 µM],-11%,-5%
COc1ccc(/C=N/n2c(=O)[nH]c3c([nH]c4ccc(Br)cc43)c2=O)cc1CN1CCOCC1,2%,-24%,-4%,-8%,-5%[46.1 µM],9%[38.3 µM],-1.1%,10%
CS(=O)(=O)c1nc(-c2ccc(F)cc2)cc(C(F)(F)F)n1,-5%,?,0%,-88%[inhibitor],?,21%,1.7%,i
C=CCn1c(=NC(=O)C2CC2)sc2cc(NC(C)=O)ccc21,-1%,?,2%,1%,-7%[46.1 µM],?,0.0%,3%
O=C(NCc1ccccc1Cl)C(=O)NCC1OCCN1S(=O)(=O)c1cccs1 (stereo not given),15%,-17%,2%,27%,-5%,6%,0.0%,-1%
COCCn1cnc2c1c(=O)n(CC(=O)OCC(=O)NCC(F)(F)F)c(=O)n2Cc1ccccc1,.,0%,.,.,12%[46.1 µM],.,-0.9%,-11%
Nc1nc(N)nc(-c2ccc(Cl)cc2)n1,-8%,13%,4%,25%,-9%[46.1 µM],-9%[38.3 µM],-5.1%,-7%
COC(=O)c1c(SCc2cccc3ccccc23)nc(=O)[nH]c1C,-2%,5%,.,.,-12%,.,-2.2%,i
O=C(COC(=O)c1ccco1)Nc1ccccc1[N+](=O)[O-],3%,3%,-1%,17%,6%,4%,0.0%,-2%
COc1cc(C(=O)ON=C2C(C)=CC(=O)C=C2C)cc(OC)c1OC,-9%,5%,0%,-6%,-10%[46.1 µM],1%[38.3 µM],?,i
COc1cccc(CN2CCN(C3CCOCC3)CC2CCO)c1 (stereo not given),0%,12%,.,.,47%,.,0.1%,-3%
O=C(COc1ccc2ccccc2c1)NCCc1ccc2c(c1)OCCO2,12%,-6%,-3%,-1%,7%,-9%,-1.9%,i
Cc1ccccc1OCC(=O)OCC(=O)NCC1CCCO1 (stereo not given),-1%,2%,2%,9%,3%,-7%,-4.0%,-14%
CC(/C=C1\SC(=S)N(NC(=O)c2ccccc2C)C1=O)=C\c1ccccc1,29%,-5%,4%,.,-26%,6%,1.0%,-15%
O=C(Cn1c(=O)c(=O)n(Cc2ccccc2)c2ccc(Cl)cc21)Nc1ccc(F)cc1F,15%,?,-1%,-21%,?,0%,1.1%,i
Cc1cccnc1CCNC(=O)CCc1nnc(-c2ccccc2)o1,2%,5%,8%,.,-24%,8%,-3.1%,0%
Cc1cc(C)n(CC(=O)N2c3ccccc3Sc3ccc(C(F)(F)F)cc32)n1,10%,3%,0%,-15%,-57%,17%,0.9%,-11%
O=C1CC(Nc2ccc(N3CCOCC3)cc2)C(=O)N1CCc1ccccc1 (stereo not given),5%,-30%,-2%,4%,-11%[46.1 µM],23%[38.3 µM],-2.4%,-17%

# From PubChem
